Source: PubChem BioAssay (several laboratories)
Dynein cargo inh: dynein cargo transport inhibition; 0.47% of 220,000 active; z-score, hits read low; 3617.4 mouse cells, GR-EGFP nuclear translocation imaging; test concentration mostly 20 µM; stimulated with dexamethasone, 1 µM; stronger effect = lower value;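 active = plate z-score of nuclear minus cytoplasmic receptor signal below a set negative limit, without overly bright fluorescence or cell loss, cut at about -3.5 in these data, passing the limit was not always enough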;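 also: z-score of nuclear minus cytoplasmic ring GR-EGFP intensity difference per well; some compounds called inactive have numbers as strong as hits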
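Buffer or medium: tet-free, stripped-serum medium; reagent: dexamethasone at 1.0 µM final, 30 min; incubation: 48 h induction, 1 h compound, 30 min dex at 37 °C; measured by: formaldehyde fixation, Hoechst nuclear stain, 10x automated fluorescence imaging; read-out: nuclear-to-cytoplasmic GR-EGFP distribution per well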
NOD2 inhibition: NOD2 signaling inhibitors, cell-based, luminescence, uHTS, HEK293 (AID 1566). 0.63% of 290,000 active. inhibition, % at 4 µM, or EC50 in µM where a hit was titrated. HEK293 NOD2/NF-kB luciferase reporter, luminescence; higher % means a stronger effect; in the data active = inhibition above about 50%; also: many of its hits are not listed in these tables
bCat nuc transl: beta-catenin nuclear translocation modulation; HeLa beta-catenin nuclear translocation, immunofluorescence imaging; nuclear translocation activity, % at 5 µM; 0.3% of 190,000 active;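 active = nuclear translocation activity above 50% at 5 µM, with a well cell count of 50 or more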;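 also: per-cell ratio of nuclear to cytoplasmic median beta-catenin stain intensity; plate controls were DMSO negative control for no effect and GSK-3 inhibitor IX positive control for full effect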
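Assay system: human HeLa cells, native beta-catenin; doses: 5 µM primary, 0.02–20 µM confirmation; incubation: compound treatment 24 h, 37°C, 5% CO2; technique: fluorescence imaging of beta-catenin antibody stain plus DAPI; measure: % activation, nuclear-to-cytoplasmic median beta-catenin signal ratio per cell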
MT stabilize HCS: microtubule stabilizers in HeLa cells; HeLa tubulin immunostaining HCS, 24 h; share of cells brighter than vehicle mean+2SD; % tubulin-high responders, % at 10 µM; 0.83% of 200,000 active;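 active = plate Z-score above 3 for both tubulin-high and condensed-nucleus cell shares, with cell loss under 80%, at 10 µM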;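 also: anti alpha tubulin signal scored within the nucleus-defined area of each cell; some results filed as inactive read as strong as hits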
Yfh1-depleted yeast: mitochondrial function rescue without frataxin homolog – Friedreich's ataxia, plus single-dose screen, dose response (AID 1465); S. cerevisiae Yfh1-off respiration, WST-1 reduction, 72 h; higher fold induction means a stronger effect; one-dose fold induction at 50 µM; EC50 in µM for titrated hits; 0.074% of 220,000 active;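 active = fold induction of absorbance versus untreated yeast above a set limit, then at least 30% activation at any dose in follow-up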;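 also: activators that raise dye reduction in frataxin-depleted yeast; strong numbers were not always called active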
Autophagy HCS: modulators of autophagy | MEF GFP-LC3 puncta imaging; test concentration mostly 10 µM | calls only at 10 µM (by protocol) | 0.98% of 190,000 active | AID 463193;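 active = percentage of spot-positive cells more than 3 SD above its plate mean, without a fluorescence outlier flag or 80% toxicity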;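 also: spot-positive cell cutoff set from DMSO-treated cells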
NOD1 NF-kB reporter: NOD1 signaling inhibitors, primary screen, cell-based, luminescence, uHTS (AID 1578); NOD1-driven NF-kB luciferase reporter cells, luminescence; higher % means a stronger effect; one-dose inhibition, % at 4 µM; EC50 in µM for titrated hits; 1% of 290,000 active; in the data active = inhibition mostly above about 36%, no sharp cut-off; inactive = mostly below about 34%;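 also: HEK-293T reporter cells stimulated with the NOD1 agonist gamma-tri-DAP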
Insulin prom up: MIN6 insulin promoter up-regulation; MIN6 insulin promoter-GFP reporter, high-content imaging; stronger effect = higher value; z-score at 5 µM; 0.3% of 190,000 active; AID 1625;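 active = z-score above 3 at 5 µM with at least 500 cells counted in the well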
P. falciparum M17LAP: P. falciparum M17LAP inhibitors, primary screen, biochemical, fluorogenic H-Leu-NHMec substrate, 1536-well (AID 1619) | inhibition, % at 30 µM; hits with a dose series show IC50 in µM | recombinant M17LAP, H-Leu-NHMec fluorogenic kinetic assay; higher % means a stronger effect | 0.38% of 220,000 active;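 active = compound inhibiting the enzyme by more than half at any dose during confirmatory dose-response retesting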;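 also: plate controls were full reaction with DMSO carrier for no effect and no enzyme background for full effect; strong numbers were not always called active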
Dynein cargo inh cytoplasmic EGFP: recorded beside Dynein cargo inh, whose call it bears; z-score; measured here: cytoplasmic GR-EGFP intensity; stronger effect = higher value
Dynein cargo inh nuclear GR-EGFP: also measured in Dynein cargo inh; calls as there; z-score; measured here: nuclear GR-EGFP intensity;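 lower value marks the stronger effect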
Dynein cargo inh cell count: also measured in Dynein cargo inh; calls as there; z-score; measured here: cell count per field
Insulin prom up cell count: further read-out of Insulin prom up, marked with its call; cell count; measured here: cytotoxicity, nuclei count;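 total cells summed across four imaged fields per well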
bCat nuc transl cell count 5 µM: second read-out of bCat nuc transl, no call of its own (marks repeat the call); cell count; measured here: cell count, cytotoxicity flag
MT stabilize HCS Hoechst-high %: further read-out of MT stabilize HCS, marked with its call; % Hoechst-high responders; measured here: nuclear condensation Hoechst responders;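 share of cells brighter than vehicle mean plus two SD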
MT stabilize HCS cytotoxicity %: further read-out of MT stabilize HCS, marked with its call; toxicity, %; measured here: cytotoxicity by cell density;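 0% = mean cell density of plate MIN control wells and 100% = no cells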
Autophagy HCS cell loss 18 h: further read-out of Autophagy HCS, marked with its call; toxicity, %; measured here: cell loss, nuclei count;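 cell loss after 18 h compound exposure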
* = called active by the depositor; i = inactive; · = no result given; + = active, no number.

SMILES	Dynein cargo inh	Dynein cargo inh cytoplasmic EGFP	Dynein cargo inh nuclear GR-EGFP	Dynein cargo inh cell count	NOD2 inhibition	bCat nuc transl	bCat nuc transl cell count 5 µM	MT stabilize HCS	MT stabilize HCS Hoechst-high %	MT stabilize HCS cytotoxicity %	Yfh1-depleted yeast	Autophagy HCS	Autophagy HCS cell loss 18 h	NOD1 NF-kB reporter	Insulin prom up	Insulin prom up cell count	P. falciparum M17LAP
Cc1nc2cc(C(=O)N3c4ccccc4CC3C)ccc2s1 (stereo not given)	0.323	-0.11	0.217	0.0888	-23.2%	46.6	472	26.5*	25.8*	59.7*	i	i	6.9	-23.5%	0.06	1477	-0.8%
O=C1C(C2=NC(C(=O)O)C3C(=O)N(c4ccccc4)C(=O)C23)=C(O)c2ccccc21 (stereo not given)	0.749	0.889	1.38	-1.94	11.1%	1.1	1344	3.7	2.0	7.3	i	i	-39.0	·	0.1	1292	68µM*
CCOc1ccc(Oc2nc(NCC(C)C)nc(OC)n2)nn1	-0.114	-0.162	0.175	1.08	12.0%	-2.4	1124	5.3	2.6	3.2	i	i	15.6	-15.5%	-1.01	2127	2.2%
CC1CCN(c2ccc(C(=O)N3CCOCC3)cc2[N+](=O)[O-])CC1	-0.428	-0.229	-0.731	0.74	-0.3%	·	·	0.9	1.8	8.6	i	i	25.4	-1.3%	·	·	5.1%
CC(=O)OCC(=O)C1(O)CCC2C3CCC4=CC(=O)C=CC4(C)C3C(O)CC21C (stereo not given)	-0.879	-0.221	-0.403	0.317	23.5%	-7.4	1180	·	·	·	i	·	·	5.3%	·	·	6.7%
Cc1cc(-c2nnc(CCC(=O)N3CCN(Cc4cccnc4)CC3)o2)c(C)o1	0.165	-0.222	0.326	0.122	10.6%	-1.0	1606	1.9	1.3	3.8	i	i	-19.5	-14.4%	0.03	1607	-2.4%
COc1ccc(C(=O)O/N=C(\C)c2cnccn2)cc1	0.0219	-0.0951	0.716	-1.04	7.4%	-4.7	1120	1.5	2.0	7.7	i	i	5.8	-11.1%	-0.08	1578	-2.2%
COC(=O)CSc1nnc(SCc2ccccc2)s1	-0.245	-0.127	0.0809	0.423	10.6%	-4.2	1072	4.9	2.5	9.9	i	i	-0.3	0.1%	-0.59	1349	0.0%
Cc1ccc(C)c(-n2c(N)c(C(N)=O)sc2=S)c1	-1.08	-0.199	-0.359	0.774	·	·	·	5.2	2.6	11.4	i	i	-11.7	·	·	·	12.5%
Cc1ccc(OCC(=O)Nc2cccc(S(=O)(=O)N3CCOCC3)c2)c([N+](=O)[O-])n1	0.232	-0.094	0.77	-0.93	-21.3%	-1.5	1056	2.1	2.5	5.3	i	i	-4.3	-33.3%	·	·	1.4%
CCOCCn1c(=NC(=O)/C=C/c2ccccc2Cl)sc2cc(NC(C)=O)ccc21	0.512	-0.253	0.0391	-0.469	21.4%	2.6	1067	5.1	3.1	12.8	i	i	-0.8	18.1%	0.16	1409	5.0%
COC(=O)c1cc(S(=O)(=O)NCc2ccc(S(N)(=O)=O)cc2)oc1C	0.297	-0.259	0.111	0.425	7.3%	-2.6	1162	·	·	·	i	·	·	-9.3%	0.02	1438	7.3%
O=C(CCN1CCc2ccccc2C1)c1ccc2c(c1)OCCO2	-1.42	0.426	-0.302	-0.918	4.8%	-2.5	1159	4.0	2.8	6.4	i	i	9.9	30.5%	0.57	1152	8.4%
Cc1c(C(=O)N2CCCC2)nnn1-c1nonc1N	-0.534	-0.0393	0.266	-1.47	-0.8%	0.1	1099	1.6	1.2	6.6	i	i	-0.6	-14.6%	·	·	10.7%
O=C(N/N=C/c1cc2cc3c(cc2nc1Cl)OCO3)c1ccncc1	0.182	-0.775	-0.219	-0.0908	3.0%	-0.3	1306	·	·	·	i	·	·	-2.6%	-0.24	1068	-7.0%
Cc1c(C(=O)NC2=NCCS2)oc2ccccc12	0.752	-0.278	0.789	-0.183	-148.1%	-0.8	1094	2.8	1.2	6.2	i	i	3.1	-56.5%	-0.11	1255	13.8%
COc1ccc(/C(O)=C2/C(=O)C(=O)N(c3ccccn3)C2c2ccc(OC)c(OC)c2)cc1 (stereo not given)	-0.00939	-0.26	0.475	1.48	14.4%	0.3	1200	·	·	·	i	·	·	-10.4%	0.39	1001	9.1%
OCCN(Cc1ccccc1)Cc1ccccc1Cl	-0.858	-0.228	-0.607	0.102	-25.3%	·	·	4.1	2.5	5.0	i	i	-2.0	-9.3%	0.14	1251	7.8%
CC(=O)c1cnc(-c2ccccn2)s1	-0.0471	-0.368	-0.582	-0.237	-5.0%	-2.8	1092	2.7	1.9	3.6	i	i	-5.1	-28.5%	-0.29	1219	2.8%
C=CCn1c(Cc2cccs2)nnc1SCC(=O)NCc1ccco1	-0.853	-0.421	-0.172	0.624	-1.4%	·	·	1.4	1.8	8.9	i	i	-6.0	-19.8%	0.25	1000	17.1%
O=C(Nc1ccc2c(c1)OCCO2)C(=S)NCc1ccccc1	0.179	-0.172	-0.455	0.325	-61.6%	-1.6	1099	1.4	2.1	10.1	i	i	-7.3	-52.5%	0.51	1104	6.9%
O=C(CNCc1ccccc1Cl)NCc1ccco1	0.694	-0.282	0.602	-0.771	16.0%	1.0	1562	3.1	3.2	6.9	i	i	-10.5	-0.6%	0.38	1319	-8.3%
Cc1c(C)n(Cc2ccccc2)c2ncnc(N)c12	-0.59	-0.459	-0.488	0.849	29.9%	-1.1	764	6.7	2.2	8.4	i	i	2.8	46.7%	-1.63	1136	3.4%
Cc1ccccc1CSc1nc2n(n1)C(c1cccs1)C1=C(CCCC1=O)N2 (stereo not given)	-0.464	-0.0705	0.0674	0.225	8.7%	·	·	1.4	1.1	8.6	i	i	-4.6	-0.5%	0.83	946	-0.7%
CCCC(=O)n1nc(-c2cccnc2)nc1NCc1ccccc1	0.227	-0.315	0.627	0.18	-9.3%	-4.7	1123	3.6	1.6	7.7	i	i	16.5	-25.4%	0.66	1631	-16.9%
COc1ccc(C/C(C)=N/NC(=O)c2cccnc2)cc1	-1.17	0.0739	-0.851	1.19	-5.6%	-1.5	1031	2.3	3.7	4.8	i	i	8.1	-19.5%	-0.81	1489	4.3%
COCCNC(=O)C(C)Oc1ccc(Cl)cc1Cl (stereo not given)	-0.000639	-0.26	-0.0201	0.961	0.2%	-1.6	1149	3.8	2.5	6.1	·	i	-0.1	-1.5%	-0.86	949	-2.9%
Cc1sc2ccccc2[n+]1CC(=O)O	0.23	-0.255	0.0178	-0.302	5.7%	-0.6	1315	·	·	·	i	·	·	-1.8%	0.14	934	17.6%
COc1cc(C2C(C#N)=C(N)Oc3n[nH]c(C)c32)ccc1OC(=O)c1ccccc1 (stereo not given)	-0.59	-0.123	0.154	0.664	-37.1%	-1.6	983	2.0	1.4	6.6	i	i	-41.4	9.4%	1.56	1447	11.6%
COc1ccc(-c2nnc(SCC(=O)Nc3sc4c(c3C#N)CCCC4)n2-c2ccccc2)cc1	0.0379	-0.179	0.0525	0.503	-18.3%	1.1	1139	20.1*	35.7*	25.5*	i	+	14.8*	-46.5%	0.16	1241	10.2%
CCC(C)Sc1nc(C)nc2c1c(=O)n(C)c(=O)n2C (stereo not given)	1.5	0.00732	1.25	-1.01	12.0%	·	·	3.5	3.3	4.8	i	i	-4.6	-5.4%	-0.51	993	0.7%
Cc1[nH]nc(-c2ccc(O)cc2O)c1-c1nc2ccccc2s1	-0.445	-0.288	-0.116	0.564	11.0%	5.4	494	2.9	1.5	8.9	i	i	32.4	-20.8%	·	·	-3.1%

Whole records, looked up by structure:
Shown for O=C(Nc1ccc2c(c1)OCCO2)C(=S)NCc1ccccc1 = Dynein cargo inh: 0.179; Dynein cargo inh cytoplasmic EGFP: -0.172; Dynein cargo inh nuclear GR-EGFP: -0.455; Dynein cargo inh cell count: 0.325; NOD2 inhibition: -61.6%; bCat nuc transl: -1.6; bCat nuc transl cell count 5 µM: 1099; MT stabilize HCS: 1.4; MT stabilize HCS Hoechst-high %: 2.1; MT stabilize HCS cytotoxicity %: 10.1; Yfh1-depleted yeast: i; Autophagy HCS: i; Autophagy HCS cell loss 18 h: -7.3; NOD1 NF-kB reporter: -52.5%; Insulin prom up: 0.51; Insulin prom up cell count: 1104; P. falciparum M17LAP: 6.9%
Shown for CCOc1ccc(Oc2nc(NCC(C)C)nc(OC)n2)nn1 = Dynein cargo inh: -0.114; Dynein cargo inh cytoplasmic EGFP: -0.162; Dynein cargo inh nuclear GR-EGFP: 0.175; Dynein cargo inh cell count: 1.08; NOD2 inhibition: 12.0%; bCat nuc transl: -2.4; bCat nuc transl cell count 5 µM: 1124; MT stabilize HCS: 5.3; MT stabilize HCS Hoechst-high %: 2.6; MT stabilize HCS cytotoxicity %: 3.2; Yfh1-depleted yeast: i; Autophagy HCS: i; Autophagy HCS cell loss 18 h: 15.6; NOD1 NF-kB reporter: -15.5%; Insulin prom up: -1.01; Insulin prom up cell count: 2127; P. falciparum M17LAP: 2.2%

Reformatted: entries from further up
Value order – Dynein cargo inh	Dynein cargo inh cytoplasmic EGFP	Dynein cargo inh nuclear GR-EGFP	Dynein cargo inh cell count	NOD2 inhibition	bCat nuc transl	bCat nuc transl cell count 5 µM	MT stabilize HCS	MT stabilize HCS Hoechst-high %	MT stabilize HCS cytotoxicity %	Yfh1-depleted yeast	Autophagy HCS	Autophagy HCS cell loss 18 h	NOD1 NF-kB reporter	Insulin prom up	Insulin prom up cell count	P. falciparum M17LAP
- COCCNC(=O)C(C)Oc1ccc(Cl)cc1Cl (stereo not given)
    -0.000639	-0.26	-0.0201	0.961	0.2%	-1.6	1149	3.8	2.5	6.1	·	i	-0.1	-1.5%	-0.86	949	-2.9%
- Cc1sc2ccccc2[n+]1CC(=O)O
    0.23	-0.255	0.0178	-0.302	5.7%	-0.6	1315	·	·	·	i	·	·	-1.8%	0.14	934	17.6%

These rows are one share of the data. The share of hits here may be higher or lower than overall.
